# Compound activity from PubChem BioAssay.
# EPAC2 antag – qHTS for Antagonist of cAMP-regulated guanine nucleotide exchange factor 2 (EPAC2): primary screen | Potency, µM (doses to about 114 µM), inactives show at the top dose activity, negative = inhibition, hits mostly inhibitors | Rap guanine nucleotide exchange factor 4 (Homo sapiens), Q8WZA2 | EPAC2 GEF exchange of Rap1B-BODIPY-GDP, fluorescence | 360,000 tested, 0.18% active | AID 720708, 2013; note: potency is the fitted concentration of half-maximal effect; % is set by controls: 0 for no effect and ±100 for the full control effect; nearly all actives have a fitted effect of over 45% in size; many of its hits are not listed in these tables
# MmCpn inh – Inhibitors of TCP-1 ring complex (TRiC) of Methanococcus maripaludis (MmCpn): qHTS. purified Mm-Cpn ATPase, ADP Transcreener TR-FRET. Potency, µM (highest dose often 76.9 µM), without a hit: at the top dose activity, negative = inhibition, usual class: inhibitors. 330,000 tested, 0.031% active. AID 504842, 2011; note: potency is the fitted concentration of half-maximal effect; % is set by controls: 0 for no effect and ±100 for the full control effect; nearly all actives have a fitted effect of over 80% in size
#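 ATPase turnover read by TR-FRET ADP competition (Eu cryptate antibody/ADP-d2, 665/590 nm): 10uM ATP final, 25nM Mm-CPN final, 30 min 37degC after 10-min compound preincubation, pH 7.4 Tris/KCl/MgCl2/DTT buffer.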
# PI5P4Ka inh – qHTS for Inhibitors of phosphatidylinositol 5-phosphate 4-kinase (PI5P4K) | Phosphatidylinositol 5-phosphate 4-kinase type-2 alpha (Homo sapiens), P48426 | PI5P4Kalpha enzyme, ADP-Glo luminescence, 60 min; hits give low values | max response, % | 330,000 tested, 1.2% active; active = max response of -50% or lower; inconclusive = between -30% and -50%; inactive = -30% or higher; note: value at the top dose of about 77 µM; % is set by controls: 0 for no effect and ±100 for the full control effect
#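 Compounds were pin-transferred onto PI5P4Kalpha and substrate in HEPES pH 7.4 buffer with EGTA, CHAPS and 5% DMSO. ATP (5 microM final) started the reaction, which ran 60 minutes at room temperature before ADP-Glo detection.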
# EPAC1 agonist – qHTS for Agonist of cAMP-regulated guanine nucleotide exchange factor 3 (EPAC1): primary screen; Rap guanine nucleotide exchange factor 3 (Homo sapiens), O95398; EPAC1 agonist qHTS, biochemical assay; response scale: 100% = response to 6.5 mM cAMP; Potency, µM (doses to about 154 µM), for the others: top-dose activation, hits mostly activators; 360,000 tested, 0.073% active; note: potency is the fitted concentration of half-maximal effect; nearly all actives have a fitted effect of over 60% in size
# Target sequence (O95398 whole entry, looked up): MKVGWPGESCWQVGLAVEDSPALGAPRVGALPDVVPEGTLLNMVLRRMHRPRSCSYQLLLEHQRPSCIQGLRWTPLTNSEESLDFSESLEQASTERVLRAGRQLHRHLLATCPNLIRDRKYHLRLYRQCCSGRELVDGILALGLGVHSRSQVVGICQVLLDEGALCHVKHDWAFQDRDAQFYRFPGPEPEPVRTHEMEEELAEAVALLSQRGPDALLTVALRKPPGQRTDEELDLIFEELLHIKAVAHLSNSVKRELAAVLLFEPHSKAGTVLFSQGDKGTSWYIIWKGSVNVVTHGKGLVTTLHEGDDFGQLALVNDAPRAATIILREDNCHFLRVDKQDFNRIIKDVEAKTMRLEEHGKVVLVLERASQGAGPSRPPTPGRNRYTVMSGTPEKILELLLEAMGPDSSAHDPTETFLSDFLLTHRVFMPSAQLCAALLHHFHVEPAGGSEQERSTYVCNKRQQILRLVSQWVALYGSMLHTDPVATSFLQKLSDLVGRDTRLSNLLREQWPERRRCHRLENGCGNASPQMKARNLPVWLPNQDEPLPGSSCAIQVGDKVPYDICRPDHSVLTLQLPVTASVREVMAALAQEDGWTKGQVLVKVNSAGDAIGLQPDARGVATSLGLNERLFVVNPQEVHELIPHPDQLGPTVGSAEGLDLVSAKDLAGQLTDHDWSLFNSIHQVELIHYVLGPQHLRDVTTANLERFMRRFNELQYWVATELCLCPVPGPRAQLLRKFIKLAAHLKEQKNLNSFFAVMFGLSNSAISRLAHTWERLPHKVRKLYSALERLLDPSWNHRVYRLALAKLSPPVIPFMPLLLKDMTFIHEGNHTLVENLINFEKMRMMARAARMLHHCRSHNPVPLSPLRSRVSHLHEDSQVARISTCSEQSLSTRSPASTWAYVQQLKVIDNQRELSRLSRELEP
#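 Nucleotide exchange assay: 100 nM EPAC1 with 250 nM Rap1B loaded with BODIPY-GDP and 50 uM GDP, room temperature. Fluorescence (480/540 nm) read every 5 min for 30 min; signal change normalized to 6.5 mM cAMP as full agonist.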
# CCT chaperon mod – High-Throughput Screening for Modulators of Cytosolic Chaperonin Activity; activity change, % (concentration not given with the values), hits read low; AID 651819, 2012; 360,000 tested, 0.3% active; purified chaperonin ATPase assay, HTRF ADP detection, 30 min; in the data active = activity change below about -30%; note: % is set by controls: 0 for no effect and ±100 for the full control effect
#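 TRiC (40 or 20 nM final, by batch activity) in 30 mM Tris pH 7.4, 100 mM KCl, 5 mM MgCl2, 1 mM DTT was treated with compound at 76 uM single dose, then 10 uM ATP, 30 min at 37 °C. ADP was read by HTRF Transcreener.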
# WRN inhibitor – qHTS for Inhibitors of WRN Helicase; Bifunctional 3'-5' exonuclease/ATP-dependent helicase WRN (Homo sapiens), Q14191; WRN helicase unwinding, fluorescent forked duplex, kinetic; Potency, µM (doses to about 114 µM), for inactives: top-dose activity change, negative = inhibition, actives largely listed as inhibitors; 360,000 tested, 0.46% active; AID 651768, 2012; note: potency is the fitted concentration of half-maximal effect; % is set by controls: 0 for no effect and ±100 for the full control effect; nearly all actives have a fitted effect of over 55% in size
#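 Primary qHTS, 1536-well format. 20 nM WRN + compound, 15 min RT; start with 100 nM forked fluorophore/quencher duplex, 2 mM ATP (final); kinetic read ex 525/em 598 nm.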
# EPAC1 antag – qHTS for Antagonist of cAMP-regulated guanine nucleotide exchange factor 3 (EPAC1): primary screen; Rap guanine nucleotide exchange factor 3 (Homo sapiens), O95398; EPAC1 GEF assay, Rap1b-BODIPY-GDP exchange fluorescence; Potency, µM (top dose mostly 115 µM), without a hit: top-dose activity change, negative = inhibition, most hits filed as inhibitors; 360,000 tested, 0.14% active; AID 720709, 2013;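 note: potency is the fitted concentration of half-maximal effect; plate controls were vehicle for no effect and positive control for full effect; nearly all actives have a fitted effect of over 50% in size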
# PLK1 PBD block – qHTS for Inhibitors of PLK1-PDB (polo-like kinase 1 - polo-box domain): Primary Screen. Serine/threonine-protein kinase PLK1 (Homo sapiens), P53350. Plk1 PBD binding of FITC phosphopeptide, fluorescence polarization. Potency, µM, without a hit: max response, negative = inhibition, hits mostly inhibitors. 360,000 tested, 2.8% active; note: potency is the fitted concentration of half-maximal effect; series mostly up to about 57 µM; % is set by controls: 0 for no effect and ±100 for the full control effect; nearly all actives have a fitted effect of over 65% in size
# * marks the source's active call; other numbers are inactive results; u = inconclusive; x = not tested or not shown; [ ] = dose if it differs, or a comment. Unless noted, calls come from the whole dose curve; as a rule, active = well fitted curve in the direction sought with a large enough effect; inconclusive = small, poorly fitted or top-dose-only effect, or another doubt; inactive = no such curve, though single readings can be large; an effect the other way counts as inactive or inconclusive.
SMILES,EPAC2 antag,MmCpn inh,PI5P4Ka inh,EPAC1 agonist,CCT chaperon mod,WRN inhibitor,EPAC1 antag,PLK1 PBD block
CCCCn1c(N)c(N(CC(C)C)C(=O)C2CCN(S(=O)(=O)c3ccc(C)cc3)CC2)c(=O)[nH]c1=O,22%,-1%,-8,-14%,-0.2,5%,-9%,-8%
Cc1ccc2c(c1)C1(OCCCO1)C(=O)N2,10%,u,7,-4%,1.3,4%,-11%,7%
COc1cc(C(=O)N2CCC(NC(=O)C(Cc3ccc(C)cc3)NC(C)=O)CC2)cc(OC)c1OC (centres undefined),-3%,-2%,x,5%,0.0,-4%,-3%,-3%
CC(=O)Oc1ccc(C(=O)Nc2ccccc2C(=O)NCC(C)C)cc1,-10%,-2%,-6,-6%,-5.2,0%,3%,-4%
O=C(c1ccc(NC(=S)NCc2ccco2)cc1)N1CCOCC1,4%,0%,0,0%,-2.5,3%,24%,-20%
COc1ccc(NC(=O)CN(C)C(=O)C2CCCO2)cc1 (centres undefined),6%,0%,-1,9%,-1.6,1%,5%,-9%
CCn1c(=O)cc(SCC(=O)N2CCN(c3ccccn3)CC2)c2ccccc21,1%,1%,0,-7%,1.9,-7%,11%,-4%
COc1ccc(NC(=O)Nc2nc3c(s2)CCCC3)cc1,7%,0%,-2,-4%,-1.2,-5%,-1%,4%
COc1ccc(/C=C(\NC(=O)c2ccccc2)C(=O)NCCN2CCOCC2)cc1OC,4%,0%,-1,11%,-3.1,u,-13%,-10%
COc1ccccc1CNC(=O)c1cn(C)c2ccc(S(=O)(=O)N3CCCC3)cc2c1=O,-6%,1%,-4,-10%,-2.0,-10%,-12%,3%
CCc1ccc(N=C2NC(=O)/C(=C/c3cc(OC)c(OC)c(OC)c3)S2)cc1,-6%,-1%,7,1%,-1.0,-27%,14%,-2%
COc1cc(-c2nc3ccccn3c2/N=C/c2ccc(F)cc2)ccc1O,-9%,-4%,1,4%,0.0,-6%,-8%,-5%
CC(C)(C)OC(=O)[C@H](Cc1ccccc1)NC(=O)c1nc[nH]c1C(=O)N1CCN(C(=O)OC(C)(C)C)CC1,-6%,0%,2,-22%,-1.7,1%,-5%,1%
CCCCNC(=O)c1ccc(CS(=O)(=O)c2ccccc2OC)o1,1%,1%,-5,3%,-0.3,4%,4%,3%
Cc1c(NC(=O)/C(=C/c2cccs2)NC(=O)c2ccccc2)c(=O)n(-c2ccccc2)n1C,-9%,-1%,6,-9%,0.8,-7%[57.1 µM],0%,u
N#Cc1ccc(Oc2cccc(C(=O)O)c2)cc1C#N,12%,-11%,-8,1%,-0.8,2%,-5%,-2%
Cc1cccn2c(=O)c3cc(C(=O)NCCN4CCOCC4)c(=N)n(Cc4cccnc4)c3nc12,2%,0%,2,4%,1.4,2%,4%,-14%
NC(Cc1ccc(Cl)cc1)c1csc(Nc2ccc(S(N)(=O)=O)cc2)n1 (centres undefined),22%,x,1,4%,0.1,-7%,-4%,3%
O=C(N/N=C/c1ccc([N+](=O)[O-])o1)c1sc2ccccc2c1Cl,5%,0%,-62*,-16%,2.8,-20%,-20%,-15%
CC(=O)N1N=C(c2cccs2)CC1c1cccc([N+](=O)[O-])c1 (centres undefined),-11%,0%,4,-5%,-4.5,-4%,-20%,-4%
CCOC(=O)/C(N=Nc1c(C)n(C)n(-c2ccccc2)c1=O)=C(\C)O,12%,1%,-2,-9%,-2.1,-14%,8%,-1%
COc1ccc(Br)c(-c2nnc(CS(=O)(=O)c3ccccc3)o2)c1,-4%,-8%,-1,5%,0.6,1%[57.1 µM],u,-8%
NC(Cc1ccc(F)cc1)c1csc(Nc2ccc(C(=O)c3ccccc3)cc2)n1 (centres undefined),17%,x,1,2%,-0.4,-8%,-7%,7%
COc1ccc(CCC(=O)NNC(=O)Nc2ccc(OC)c(OC)c2)cc1,-2%,2%,6,5%,-1.6,-3%,-9%,2%
Cc1cccc(-c2nnn(Cc3nnc(NC(=O)c4ccccc4)s3)n2)c1,-1%,-7%,0,-2%,-5.0,-5%,-5%,-9%
Cc1ccc(C(=O)OCC(=O)NC(C)c2ccccc2)cc1C (centres undefined),-4%,0%,4,2%,-1.5,7%,-2%,-5%
O=C(Nc1ccccc1)c1ccc(N2CCN(c3ccccn3)CC2)c(S(=O)(=O)N2CCOCC2)c1,-17%,-28%,1,9%,-0.3,-12%,-22%,-3%
CN(C)C(C)(C)C#CC(O)(c1ccccc1)c1ccccc1,0%,-2%,1,-5%,-0.1,4%,-3%,2%
CCOc1ccccc1NC(=S)N1CCN(c2nc(-c3ccc(F)cc3)cs2)CC1,5%,u,-7,5%,-0.8,1%,-15%,-6%
CCOC(=O)c1c(C)[nH]c(C)c1C(=O)COC(=O)c1cc(OC)c(OC)cc1OC,-3%,-3%,6,-1%,1.5,0%,5%,2%

# Of the compounds above, two contain a nitro group on carbon:
SMILES,EPAC2 antag,MmCpn inh,PI5P4Ka inh,EPAC1 agonist,CCT chaperon mod,WRN inhibitor,EPAC1 antag,PLK1 PBD block
O=C(N/N=C/c1ccc([N+](=O)[O-])o1)c1sc2ccccc2c1Cl,5%,0%,-62*,-16%,2.8,-20%,-20%,-15%
CC(=O)N1N=C(c2cccs2)CC1c1cccc([N+](=O)[O-])c1 (centres undefined),-11%,0%,4,-5%,-4.5,-4%,-20%,-4%

# (more compounds)
SMILES,EPAC2 antag,MmCpn inh,PI5P4Ka inh,EPAC1 agonist,CCT chaperon mod,WRN inhibitor,EPAC1 antag,PLK1 PBD block
COCC(=O)Nc1ccc(S(=O)(=O)Nc2onc(C)c2C)cc1,10%,x,6,2%,0.7,7%,-3%,0%
Cc1cc(C)nc(SCc2nnc(SCc3ccccc3Cl)o2)n1,-11%,1%,1,0%,-4.1,-8%,-23%,-4%
O=C(COc1ccccc1)Nc1ccc2c(c1)nc1n2CCSC1,9%,0%,-12,-4%,-0.5,-7%,13%,-18%
CCN1C(=O)CC(N2CCN(c3ccc(C(=O)c4ccncc4)cc3)CC2)C1=O (centres undefined),0%,0%,x,4%,1.0,1%,3%,0%
NC(=O)c1ccsc1NC(=O)COC(=O)c1nc(Cl)ccc1Cl,1%,-2%,-53*,1%,-1.3,-23%,-4%,-9%
Fc1ccccc1-c1nc(-c2ccccc2)no1,-3%,-1%,14,9%,-3.5,-6%,-16%,-5%
COc1cccc(C2N=C(c3ccccc3C)NO2)c1OC (centres undefined),1%,3%,13,2%,1.0,-4%,4%,-10%
Cc1cc(=O)oc2cc(OCC(=O)NCC3CCCO3)ccc12 (centres undefined),-1%,-3%,-10,3%,-4.7,2%,-8%,-9%
Cc1sc(NC(=O)CSc2nnnn2C)c(C#N)c1C,-6%,2%,5,-7%,-1.4,2%,10%,-1%
CCn1cc(/C=C(\NC(=O)c2ccccc2F)C(=O)NCCCN2CCOCC2)c2ccccc21,2%,0%,5,1%,-2.1,0%[57.1 µM],4%,-2%
O=C(Nc1cc(=O)c2ccccc2o1)N1CCOCC1,-7%,1%,x,-4%,-1.3,-6%,-3%,1%
COc1ccc(CC(=O)Nc2cccc(SC)c2)cc1OC,u,0%,1,5%,0.2,-18%,-21%,-7%
COc1ccc(CCN2C(=O)CCC3=C2CCC3=O)cc1OC,4%,x,-1,9%,-1.1,6%,-8%,5%
CCC(C)[C@H]1COCCS(=O)(=O)N1Cc1ccccc1F (some centres undefined),-3%,-4%,1,-5%,-0.3,7%,-6%,-14%
CCN(CC(=O)NCc1ccc(Cl)cc1)C(=O)COc1cccc(Cl)c1,3%,-3%,-3,-8%,-0.1,-3%,-2%,1%
CCOc1ccc(-c2c(C(=O)N/N=C(\C)c3cccnc3)nnn2-c2nonc2N)cc1,8%,u,-4,16%,0.3,-3%[11.6 µM],18%,-28%
CCCc1nnc(NC(=O)CN2CCN(C)CC2)s1,-4%,x,-6,0%,-0.9,0%,-1%,-3%
CCn1c(Cc2ccccc2)nnc1SCC(=O)Nc1ccc(OC)cc1,-16%,2%,1,-7%,-0.1,-13%,0%,-7%
O=C(C1CCCN(Cc2ccc(Cl)cc2)C1)N1CCCCC1 (centres undefined),3%,-2%,1,10%,-2.7,2%,1%,-4%
O=c1cc(-c2ccccc2)nc(SCc2ccc(F)cc2)[nH]1,4%,-2%,-5,4%,-0.9,7%,9%,-17%
COC(=O)CN(n1cnnc1)S(=O)(=O)c1ccccc1,4%,1%,-14,2%,-4.7,4%,7%,-10%
Cc1nn2cc(-c3ncc(C(F)(F)F)cc3Cl)cnc2c1Br,-8%,4%,-5,0%,-6.3,8%[57.1 µM],-6%,24µM*
N#Cc1c(-c2ccccc2)ccnc1N1CCOCC1,15%,-5%,4,-2%,-2.2,-5%,0%,-2%
Cc1nn(C)c(C(=O)N/N=C/c2ccc(Br)cc2)c1Cl,1%,1%,-10,-15%,-4.2,-2%,-8%,5%
C=CCn1c(SCC(=O)N(C)C2CCS(=O)(=O)C2)nc2ccccc2c1=O (centres undefined),-1%,2%,0,-5%,-3.7,-4%,-13%,0%
CC(=O)Oc1c(C)cc(Cl)cc1C(=O)Nc1ccc([N+](=O)[O-])cc1Cl,3%,2%,1,8%,0.2,-4%,11%,-17%
CC(=O)Nc1ccc(N/C=C/C(=O)c2ccc(C)o2)cc1,-7%,1%,x,7%,-2.4,-15%,-6%,0%
CCOC(=O)C1(CCCc2ccccc2)CCN(C(=O)CCCn2cncn2)CC1,-3%,-1%,5,-3%,1.9,-9%,-6%,-8%
Cc1ccc(CNC(=O)CCn2nc(-c3ccc(Cl)cc3)ccc2=O)cc1,-1%,u,x,5%,-1.2,8%,u,-3%
O=C(c1cc(Cl)ccc1F)N1CCCC(Nc2ccc3c(c2)OCCO3)C1 (centres undefined),-4%,0%,5,2%,-1.4,-29%,6%,-8%

# Only part of the results is shown, so the mix of outcomes need not match the whole.
